# Yeast eIF2B = GCN4-lacZ reporter reduction in eIF2B-epsilon mutant yeast, primary screen, S. cerevisiae, eIF2B-epsilon R284H, Beta-Glo luminescence. inhibition, % at 25 µM (by protocol). actives 0.91% (n = 27,000);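 active = mutant luminescence inhibited past about 50% while wild type luminescence and mutant growth stay under set limits, limit read from the data; inconclusive = mutant versus wild type luminescence inhibition gap past a set limit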; note: some compounds called inactive have numbers as strong as hits
#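 Times: 16 h growth with compound at 30 °C, 90 min Beta-Glo step; Assay system: yeast eIF2B-epsilon R284H mutant carrying GCN4–beta-galactosidase fusion; Measure: % inhibition of reporter signal and growth versus controls; Dosing: one concentration, 25 µM, 0.25% DMSO; Buffer or medium: YPD yeast growth medium; Measured by: Beta-Glo luminescence plus absorbance at 595 nm.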
# Yeast tox = yeast growth toxicity, wild-type and mutant, primary screen, cytotoxicity control for eIF2B function restoration project, wild-type and eIF2Bepsilon R284H mutant, A595; S. cerevisiae wild-type growth, A595 turbidity, 16 h; growth inhibition, % at 25 µM (by protocol); actives 0.3% (n = 30,000); AID 685, 2007;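 active = mutant and wild-type yeast strains alike exhibit over 30% growth inhibition; inconclusive = a strain exceeds 50% while the second remains under 30%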;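 note: 0% = untreated cell controls and 100% = YPD media blanks without cells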
#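 Schedule: 16 h growth with compound, 30 °C. System: yeast, wild-type or eIF2Bepsilon-R284H mutant. Doses: one dose, 25 µM compound[…]. Buffer or medium: YPD. Signal: turbidity measured as absorbance at 595 nm. Read-out basis: growth inhibition (%) versus cell controls and blanks.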
# Yeast tox inhibition % = recorded beside Yeast tox, whose call it bears; growth inhibition, %; S. cerevisiae eIF2Bepsilon-R284H mutant growth, A595 turbidity, 16 h;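 each compound tested once at 25 µM; 0% equals untreated cells and 100% equals cell-free medium blanks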
# Yeast eIF2B mutant toxicity = second read-out of Yeast eIF2B, no call of its own (marks repeat the call); growth inhibition, %; measured here: mutant yeast growth, toxicity;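 each compound tested once at 25 µM; zero equals untreated control growth and 100 equals blank medium absorbance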
# Starred values were filed as active, the others as inactive; ? = inconclusive; · = no result given. A portion of the library; count on the stated rates, not on these rows.
entry	Molecule	Yeast eIF2B	Yeast eIF2B mutant toxicity	Yeast tox	Yeast tox inhibition %
1	COc1ccc(N(CC(=O)NCC2CCCO2)C(=O)CCC(=O)Nc2nccs2)cc1 (stereo unspecified)	·	·	12	-10
2	COC(=O)c1ccn(C(=O)c2ccc(Cl)cc2)n1	-13	18	10	18
3	COc1ccc(NC(=O)c2ccco2)cc1NC(=O)c1ccco1	24	8	17	8
4	CC(=O)Nc1nc(=O)c2ccccc2s1	-9	5	3	5
5	Nc1nc(C2CC2)c(Sc2sc(N)nc2C2CC2)s1	18	5	-11	5
6	CCC(Oc1ccccc1)C(=O)N1CCN(CC)CC1 (stereo unspecified)	·	·	0	16
7	CCn1cc(C(=O)N2CCCCC2)c(=O)c2cc(S(=O)(=O)N3CCC(C)CC3)ccc21	·	·	10	-10
8	Cc1nc2nc(-c3ccco3)[nH]n2c(=O)c1C	·	·	16	9
9	CCc1nn(CC(=O)NCCCN(CC)Cc2ccccc2)c(=O)c2cc3sccc3n12	25	7	15	7
10	O=C(Nc1cccnc1Cl)C1c2ccccc2Oc2ccccc21	27	-5	-13	-5
11	C=C(C)CSc1nc2ncc(Cl)cc2[nH]1	16	-20	-13	-20
12	O=C(Cc1ccc(-n2cccc2)cc1)NC1CCCCC1	18	3	4	3
13	CCC(c1nnnn1Cc1ccco1)N1CCC(C(N)=O)CC1 (stereo unspecified)	38	·	·	·
14	Cc1ccc(NC(=O)NC(=O)CN2C(=O)NC3(CCc4ccccc43)C2=O)c(C)c1 (stereo unspecified)	14	5	-2	5
15	Cc1ccc(-n2c(Cc3cccn3C)nnc2SCC(=O)N2CCN(c3ccccc3)CC2)cc1	14	16	-15	16
16	COc1cccc(C(=O)Nc2ncc3c(n2)CC(c2ccc(OC)cc2OC)CC3=O)c1 (stereo unspecified)	·	·	-15	5
17	CN1C(=O)C2(C(C#N)=C(N)Oc3c2oc(CO)cc3=O)c2ccccc21 (stereo unspecified)	-9	-10	4	-10
18	Cc1nc2ccc(NC(=O)N3CCSCC3)cc2nc1C	3	-21	13	-21
19	CC(C)C(=O)N(Cc1cc2ccccc2[nH]c1=O)C(C)(C)C	-8	6	-13	6
20	COc1cc(/C=C(/C(=O)c2cccs2)c2nc3ccccc3[nH]2)cc(OC)c1O	·	·	18	13
21	COC(=O)c1ccc(NC(=O)CSc2ccccn2)cc1	-1	19	16	19
22	Cc1onc(-c2ccccc2)c1C(=O)N1CCCc2ccccc21	19	-5	-22	-5
23	CCN(CC)S(=O)(=O)N1CCC(C(=O)NC2CCCC2)CC1	15	·	16	0
24	Clc1ccc2nc(CN3CCCCCC3)cn2c1	7	·	11	0
25	O=C(CSc1ccccn1)N1CCN(c2cccc(Cl)c2)CC1	·	·	18	5
26	COc1c(S(=O)(=O)N2CCN(c3ccc(F)cc3)CC2)ccc(Cl)c1Cl	15	12	27	12
27	CC(C)CCn1c(S(=O)(=O)O)nc2ccccc21	8	-5	29	-5
28	COCCCN1C(=O)c2ccc(C(=O)Nc3ccc(OC)cc3OC)cc2C1=O	6	4	14	4
29	CCn1c(CNc2ccccc2Cl)nnc1SCC(=O)OC1CCCCC1	·	·	1	-18
30	CN(C)/C=C1\C=C(c2ccccc2)OC1=O	21	8	14	8
31	Cc1cccc(OCCCCCn2ccnc2)c1	23	-10	22	-10
32	Cc1ccc(S(=O)(=O)N[C@H](C(=O)N2CCC(C(=O)N3CCC[C@H]3C(=O)O)CC2)C(C)C)cc1	29	4	2	4
33	COc1ccccc1CN1CC(C(=O)NCc2cccnc2)CC1=O (stereo unspecified)	15	·	-9	0
34	COc1cccc(NC(C)C(=O)N2CC(C)OC(C)C2)c1 (stereo unspecified)	20	11	16	11
35	CC(C)(CNc1ccc([N+](=O)[O-])cc1Cl)CNS(C)(=O)=O	9	11	2	11
36	CCOC(=O)c1c(NC(=O)c2noc3c2CCCC3)sc2c1CCCC2	22	·	7	0
37	CC(C)Nc1nc(-c2ccccc2)nc(-n2ccnc2)n1	26	-9	-5	-9
38	CCN(CC)CCn1c2ccc(Cl)cc2c2nc(C)sc21	31	52	?	·
39	Cc1ccc(NC(=O)CC(=O)NCCN2CCOCC2)cc1	19	13	17	13
40	C=CCn1c(CNC(=O)c2cccs2)nnc1SCC(=O)Nc1ccc(C(=O)O)cc1	21	16	12	16
41	COCCNC(=O)CCn1nc(-c2ccc(Cl)cc2)ccc1=O	·	·	13	3
42	O=C(CN1CCN(C(=O)c2c(F)cccc2F)CC1)Nc1ccccc1F	-30	-8	0	-8
43	O=C(CN1C(=O)c2ccccc2S1(=O)=O)NCCSc1ccccc1	16	·	16	0
44	Cc1nc(SCC(=O)NCc2ccco2)[nH]c(=O)c1C	-25	·	2	0
45	COc1ccc(CNC(=O)NCc2ccc(OC)c(OC)c2)cc1OC	-1	-5	6	-5
46	C=CCSc1nc2sc(C)c(C)c2c(=O)n1CC=C	-11	-4	-13	-4
47	CC(C)CN(C(=O)COC(=O)c1cc2c(s1)CCC2)C1CCS(=O)(=O)C1 (stereo unspecified)	3	·	5	0
48	Cc1cc(C2(c3cc(C)c(NC(=O)CN4CCOCC4)c(C)c3)CCCCC2)cc(C)c1NC(=O)CN1CCOCC1	7	3	8	3
49	Cc1cc(Nc2nc3ccccc3nc2Cl)n(-c2ccccc2C)n1	22	10	-3	10
50	CCCCC1(C(=O)OCC)CC(CN2CCOCC2)OC1=O (stereo unspecified)	21	12	14	12

# New compounds follow:
entry	Molecule	Yeast eIF2B	Yeast eIF2B mutant toxicity	Yeast tox	Yeast tox inhibition %
51	Cc1ccc(CN(c2ccc(C(=O)NCc3cccnc3)cc2)S(C)(=O)=O)cc1	29	22	26	22
52	COC(=O)c1ccccc1N1C(=O)[C@@H]2C(c3ccc(Br)cc3)=NO[C@@H]2C1=O	-7	4	3	4
53	COCCCN(C(=O)c1cccnc1SC)c1c(N)n(Cc2ccccc2)c(=O)[nH]c1=O	21	-9	11	-9
54	Oc1ccc(Nc2nc(-c3ccc4ccccc4c3)cs2)cc1	6	22	27	22
55	CN(CC(=O)NCCN1CCN(Cc2ccccc2)CC1)S(=O)(=O)c1cccc2nsnc12	13	-9	10	-9
56	COc1ccc2c(c1)CC(C1(O)C(=O)N(C)c3ccccc31)C2=O (stereo unspecified)	13	·	4	0
57	CC1=CC2(O)OCCN(CCO)C2=CC1=O (stereo unspecified)	-1	·	-1	0
58	COc1ccc(OC)c(C(=O)CSc2nc3ncccc3[nH]2)c1	-18	8	5	8
59	CNC(=O)CSc1nnc(-c2cccs2)o1	-76	-28	-2	-28
60	Cn1c(C(=O)N2CCc3ccccc3C2)cc2c(=O)n3ccccc3nc21	-14	·	·	·
61	CCCCNC(=O)CN1C(=O)NC2(CCCc3ccccc32)C1=O (stereo unspecified)	·	·	8	15
62	Cc1ccccc1-c1noc(N)c1C#N	17	12	15	12
63	CCOC(=O)N1CCN(C(=O)c2csc3c2CCCCC3)CC1	26	-8	14	-8
64	CCOC(=O)c1c(C)sc2c1N(C(=O)CCl)c1cc(Cl)ccc1S2	26	-24	-7	-24
65	CN(NC(=O)C(C)(C)C)c1nc(-c2ccccc2)nnc1C(F)(F)F	15	10	-5	10
66	Cc1cc(CNC(=O)Nc2ccc3c(c2)OCO3)nn1C	-1	-3	7	-3
67	Cn1c(C(=O)O)c(CC(=O)N2CCC(Cc3ccccc3)CC2)c2ccccc21	16	24	7	24
68	Cn1c(SCCC(=O)O)nnc1-c1ccncc1	-35	25	-4	25
69	COc1ccc(C(=O)OCCN2CCOCC2)cc1OC	15	-11	9	-11
70	Cc1ccc(NC(=O)CN(C)C(=O)CSc2nc3ccccc3o2)cc1	48	-7	-4	-7
71	CCC(=O)Nn1c(C)nnc1C	48	-4	1	-4
72	Cc1ccc2c(c1)N(CC(=O)N1CCCCCC1)C(=O)CO2	-23	-26	3	-26
73	CCOc1ccc(OCC)c(NC(=O)CN2CCN(c3cccc(C)c3)CC2)c1	20	11	6	11
74	CC(=O)c1c(C)[nH]c(C(=O)COc2cc(C)cc(C)c2)c1C	·	·	8	13
75	COc1ccc(CNC(=O)CSc2ncnc3nc[nH]c23)cc1	15	7	15	7
76	Cc1ccc(C)c(-n2c(SCC(N)=O)nnc2-c2ccccn2)c1	-9	29	3	29
77	Cc1ccc(Nc2cc(C)nc(-c3ccccc3O)n2)cc1	14	7	13	7
78	CCOc1ccc(-c2nc(=S)[nH][nH]2)cc1	27	-5	3	-5
79	CC(NC(=O)NCC1CCCO1)(C(F)(F)F)C(F)(F)F (stereo unspecified)	16	-4	18	-4
80	Cc1ccc(-n2c(-c3cccnc3)n[nH]c2=S)c(C)c1	·	·	5	-3

# Arranged by molar mass (lowest first): some entries from above.
entry	Molecule	Yeast eIF2B	Yeast eIF2B mutant toxicity	Yeast tox	Yeast tox inhibition %
80	Cc1ccc(-n2c(-c3cccnc3)n[nH]c2=S)c(C)c1	·	·	5	-3
77	Cc1ccc(Nc2cc(C)nc(-c3ccccc3O)n2)cc1	14	7	13	7
76	Cc1ccc(C)c(-n2c(SCC(N)=O)nnc2-c2ccccn2)c1	-9	29	3	29
73	CCOc1ccc(OCC)c(NC(=O)CN2CCN(c3cccc(C)c3)CC2)c1	20	11	6	11

# Further results.
entry	Molecule	Yeast eIF2B	Yeast eIF2B mutant toxicity	Yeast tox	Yeast tox inhibition %
81	COC(=O)c1cn(-c2ccccc2)nc1C(=O)OC	-10	28	3	28
82	C=CCN1CCN(C(CC(C)C)c2nnnn2CCOC)CC1 (stereo unspecified)	·	·	-1	7
83	CC(=O)OC1=Cc2c(ccc3ccc(=O)oc23)OC1(C)C	9	-31	18	-31
84	COC(=O)Cc1c(C)nc2nc(-c3ccco3)[nH]n2c1=O	36	8	4	8
85	Brc1cc(Br)c2ncnc(N3CCCCC3)c2c1	41	9	8	9
86	CCn1cc(C(=O)Nc2ccc(C(=O)N3CCCC3)cc2)c(=O)c2ccc(C)nc21	4	14	11	14
87	C=CCOc1ccc2c(OC)c3ccoc3nc2c1OC	-12	7	23	7
88	O=C(c1ccco1)N1CCN(S(=O)(=O)Cc2ccc(Cl)cc2)CC1	16	2	-1	2
89	Cc1cc2c(C)cc(=O)oc2c2c1NCCC2	32	7	13	7
90	CCN(CC)c1cc(C)c2ccccc2n1	-15	9	-9	9
91	CCOc1ccccc1CN1C(=O)c2ccccc2C1C(=O)NCC1CCCO1 (stereo unspecified)	-13	4	6	4
92	Cc1ncoc1C(=O)Nc1nccs1	26	-4	21	-4
93	COc1ccc(S(=O)(=O)NC(CC(=O)NCC2CCCO2)c2ccco2)cc1 (stereo unspecified)	9	·	8	0
94	CCOC(=O)C1CCCc2c1[nH]c1c(C(N)=O)cccc21 (stereo unspecified)	8	22	22	22
95	O=C(/C=C/c1ccccc1Cl)c1cccnc1	·	·	48*	45*
96	O=C(CSCc1c(Cl)cccc1Cl)Nc1nccs1	20	2	-3	2
97	COc1ccc(C2(CNC(=O)c3ccco3)CCOCC2)cc1	4	-9	?	·
98	CC(C)(C)n1ncc2c(=O)n(CC(=O)NC3CCCCC3)cnc21	23	-15	-24	-15
99	COC(=O)CNc1nc(-c2cccnc2)nc2ccccc12	19	-13	-25	-13
100	COc1ccc(N2CCN(C(c3ccccc3OC)c3nnnn3C3CCCC3)CC2)cc1 (stereo unspecified)	13	-10	-1	-10
101	Cn1c(N2CCOCC2)nc2c1c(=O)n(Cc1ccc(Cl)cc1)c(=O)n2C	21	·	·	·
102	O=C(Nc1cccnc1)c1ccc(NC(=O)c2ccco2)cc1	-10	-17	-9	-17
103	CCCn1c(N)c(N(C)C)c(=O)n(CC(=O)Nc2ccc(OC(F)(F)F)cc2)c1=O	30	-7	21	-7
104	COc1cccc(Nc2ncnc3c2cnn3C)c1	15	11	25	11
105	Cc1nn(-c2ccc(F)cc2)c2c1cc(C#N)c1nc3ccccc3n12	-33	-19	-25	-19
106	O=C1COc2ccc(C(=O)c3ccccc3)cc2CN1	22	-8	10	-8
107	O=C(CSc1nc2ccccc2s1)Nc1nccs1	12	-14	30	-14
108	CC1=C(C(=O)OC(C)C)C(c2cccs2)N2C(=O)CCSC2=N1 (stereo unspecified)	7	-20	4	-20
109	COc1ccc(OC(=O)CCCN2C(=O)c3ccccc3C2=O)cc1	20	7	-5	7
110	O=C(Nc1cccc2nsnc12)c1cccs1	28	41	14	41

# Two entries from above, reformatted.
# Values in the order: Yeast eIF2B, Yeast eIF2B mutant toxicity, Yeast tox, Yeast tox inhibition %
(86) CCn1cc(C(=O)Nc2ccc(C(=O)N3CCCC3)cc2)c(=O)c2ccc(C)nc21
→ 4, 14, 11, 14
(87) C=CCOc1ccc2c(OC)c3ccoc3nc2c1OC
→ -12, 7, 23, 7
